# Hsp70 activator: switches on Hsp70 transcription | activation, % at 10 µM | 0.04% of 200,000 active | HeLa Hsp70 promoter luciferase reporter, luminescence; scaled: vehicle 0, proteasome-inhibitor control 100%;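 active = activation above the mean across all tested compounds plus 3 SD, cutoff set per campaign, cut at about 5.5% in these data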;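 note: 100% = MG132 at 30 µM as the positive control and 0% = DMSO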
# STAT3 blocker: reduces IL-6 driven STAT3 reporter signal. 0.89% of 190,000 active. inhibition, % at 5.5 µM. U3A cells, IL-6 STAT3-luciferase reporter, luminescence; host cell line lacks STAT1;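 active = inhibition above the mean inhibition across all screened compounds plus 3 SD, cut at about 44% in these data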;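 note: 0% = DMSO only wells and 100% = 100 µM nifuroxazide control wells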
# Redox H2O2 prof: compounds producing H2O2 with reducing agent – biochemical, NIH compound library profiling, artefact control for MLSCN library redox annotation, primary screen; 0.03% of 200,000 active; activation, % at 10 µM; DTT-dependent redox cycling H2O2, phenol red/HRP absorbance; 100% = 100 µM peroxide control, 0% = buffer;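 active = activation of at least 50% relative to the plate's high and low controls in the primary single-dose screen; inactive = activation below 50%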;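 note: compound incubated with DTT at 0.8 mM final as the reducing agent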
# STAT1 activator: activators of IFN-gamma induced STAT1 signaling. activation (% of control), % at 5.5 µM. 2.6% of 200,000 active. NIH 3T3 STAT1-luciferase reporter, luminescence; 100% = IFN-gamma alone, no compound;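 active = activation above the screen-wide mean activation plus 3 SD, cut at about 130% in these data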;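 note: raw ratio to IFN-gamma control signal so 100% means no change and 0% no light; values of inactives mirror those of a sister screen read the other way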
# APP 5'UTR act: activates APP 5'UTR luciferase reporter | SH-SY5Y APP 5'UTR luciferase reporter, luminescence; zero percent = DMSO vehicle wells | activation, % at 2 µM | 1% of 190,000 active | AID 1276;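 active = activation above a set limit, based on mean plus 3 SD of controls, cut at about 140% in these data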; note: values of inactives mirror those of a sister screen read the other way
# STAT1 blocker: inhibitors of IFN-gamma induced STAT1 signaling; NIH 3T3 STAT1-luciferase reporter, luminescence; inhibition, % at 5.5 µM; 0.35% of 200,000 active;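 active = inhibition above a set limit, the mean inhibition across all tested compounds plus 3 SD, cut at about 34% in these data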;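 note: 0% = IFN-gamma with DMSO and 100% = IFN-gamma with 300 µM nifuroxazide; values of inactives mirror those of a sister screen read the other way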
# TLR4 MyD88 comp: TLR4-MyD88 interaction inhibition in cells; inhibition, % at 8.4 µM; O00206+Q99836; HeLa CL3-4 TLR4/MyD88 BLA complementation, FRET ratio; 0.18% of 200,000 active; AID 861; in the data active = inhibition above about 25%;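 note: 0% = vehicle and 100% = reference inhibitor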
# Target sequence (O00206 whole entry, looked up): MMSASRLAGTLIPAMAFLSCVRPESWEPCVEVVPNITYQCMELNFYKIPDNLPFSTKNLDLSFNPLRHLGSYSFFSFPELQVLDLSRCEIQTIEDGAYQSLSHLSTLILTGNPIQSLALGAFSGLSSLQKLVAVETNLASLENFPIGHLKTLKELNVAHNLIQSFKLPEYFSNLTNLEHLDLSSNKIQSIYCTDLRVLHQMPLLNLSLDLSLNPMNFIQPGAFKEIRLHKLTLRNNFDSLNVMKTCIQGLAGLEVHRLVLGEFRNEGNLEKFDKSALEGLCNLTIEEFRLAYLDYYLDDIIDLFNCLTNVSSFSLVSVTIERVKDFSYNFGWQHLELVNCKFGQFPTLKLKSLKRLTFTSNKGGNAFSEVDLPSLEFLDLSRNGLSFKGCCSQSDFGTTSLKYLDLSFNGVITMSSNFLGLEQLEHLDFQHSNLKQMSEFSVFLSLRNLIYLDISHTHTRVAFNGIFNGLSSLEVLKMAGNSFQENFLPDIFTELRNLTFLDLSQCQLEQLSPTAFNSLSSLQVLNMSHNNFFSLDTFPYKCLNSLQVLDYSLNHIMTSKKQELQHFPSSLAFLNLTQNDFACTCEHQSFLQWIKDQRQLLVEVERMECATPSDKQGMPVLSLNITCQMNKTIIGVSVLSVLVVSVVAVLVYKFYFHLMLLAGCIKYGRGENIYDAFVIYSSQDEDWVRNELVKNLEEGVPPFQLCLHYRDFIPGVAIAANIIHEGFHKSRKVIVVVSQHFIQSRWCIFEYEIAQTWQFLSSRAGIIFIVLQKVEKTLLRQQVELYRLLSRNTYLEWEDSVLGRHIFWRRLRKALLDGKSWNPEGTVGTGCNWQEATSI
# Target sequence (Q99836 whole entry, looked up): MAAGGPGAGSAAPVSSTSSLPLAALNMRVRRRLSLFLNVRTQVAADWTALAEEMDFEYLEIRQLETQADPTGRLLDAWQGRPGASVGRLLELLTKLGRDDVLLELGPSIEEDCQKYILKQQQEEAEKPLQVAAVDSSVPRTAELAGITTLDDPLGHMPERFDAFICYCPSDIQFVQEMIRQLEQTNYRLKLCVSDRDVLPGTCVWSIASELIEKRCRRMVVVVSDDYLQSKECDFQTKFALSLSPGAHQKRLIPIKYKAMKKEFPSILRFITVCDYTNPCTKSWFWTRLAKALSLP
# STAT3 activator: activators of IL-6 induced STAT3 signaling; 0.91% of 190,000 active; AID 871; activation (% of control), % at 5.6 µM; U3A cells, IL-6 STAT3-luciferase reporter, luminescence; 100% = signal with IL-6 EC80 alone;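 active = activation above the screen-wide mean of compound activation plus 3 SD, cut at about 130% in these data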;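 note: 0% = background luminescence of wells with medium and substrate only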
#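 Test system: Human STAT1-deficient U3A cells with stable STAT3-luciferase reporter | Also added: Interleukin-6, 33 ng/mL | Timing: Compound pre-incubation 1 h before IL-6, then 6 h stimulation at 37 °C | Technique: Luciferase reporter luminescence | Read-out: Percent of IL-6-only median luminescence | Benchmarks: IL-6-only wells as 100% reference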
# HMGR II inh: blocks class II HMG-CoA reductase of Enterococcus faecalis; purified E. faecalis HMGR, NADPH absorbance 340 nm kinetic; inhibition, % at 10 µM; 0.41% of 190,000 active; AID 1066;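 active = inhibition above a set limit, the median over all tested compounds plus 3 SD, cut at about 9.5% in these data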;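 note: enzyme runs in reverse so mevalonate oxidation gives rising NADPH absorbance; 0% = complete reaction with DMSO and 100% = background rate lacking mevalonate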
# NF-kB neuron act: NF-kB expression increase, human neuronal cells | AID 1239 | fold change at 12.5 µM | NF-kB reporter expression; hits give high values | 1.6% of 190,000 active; in the data active = fold change above about 3.3
# * marks the source's active call; other numbers are inactive results; x = not tested or not shown. Rows were taken by chance; any-hit rate near 5.6%.
SMILES,Hsp70 activator,STAT3 blocker,Redox H2O2 prof,STAT1 activator,APP 5'UTR act,STAT1 blocker,TLR4 MyD88 comp,STAT3 activator,HMGR II inh,NF-kB neuron act
O=C(CCN1CCN(C(c2ccccc2)c2ccccc2)CC1)N/N=C/c1ccc(O)cc1,0.2,-13,0.3,107,15,-7,-1,110,-1,0.84
CC(C)=CCC/C(C)=C/C=N/NC(=O)c1cccc([N+](=O)[O-])c1,-0.5,-3,0.0,99,-10,1,3,103,-3,0.95
CN=c1scc(-c2ccco2)n1/N=C/c1ccc(O)c(O)c1,0.0,1,-0.4,100,9,0,-9,111,3,3.8*
Clc1ccc(C2=Nc3cc(Cl)ccc3OC2)cc1,0.2,4,0.0,135*,61,-41,-9,106,-5,3.4*
COc1ccc(Cc2nc3ccc(S(=O)(=O)N4CCOCC4)cc3[nH]2)cc1OC,0.0,13,0.1,99,2,1,6,91,2,0.93
O=C(Nc1ccccc1)c1[nH]ncc1[N+](=O)[O-],-0.3,-1,0.1,105,-3,-5,2,101,-3,1.1
Brc1cc(Br)c2nc(-c3ccc(N4CCOCC4)cc3)ccc2c1,0.4,-24,1.2,119,x,-21,29*,125,1,2.2
NC(=O)[C@@H]1CCCNc2c(F)cc([N+](=O)[O-])cc2C(=O)N[C@@H](CO)C(=O)N[C@@H](Cc2ccc(O)cc2)C(=O)N1,-0.1,2,2.1,105,8,-5,-12,96,-6,1
CCOc1ccccc1C(=O)Nc1nncs1,-0.3,10,1.0,101,-3,-1,-1,92,-1,1.4
N#Cc1cc(C(=O)c2ccccc2O)cn(-c2nccs2)c1=O,-0.3,6,-0.7,108,0,-8,-1,102,-1,0.91
CCc1ccc(C(C)NC(=O)c2ncn[nH]2)cc1 (configuration not stated),-0.1,1,0.6,106,2,-6,2,97,-3,1.1
COc1ccc(CCNc2oc(COc3ccccc3F)nc2C#N)cc1,-0.4,-6,0.1,96,0,4,-8,112,-2,0.43
C/C(=N\NC(=O)c1ccc2c(c1)OCO2)c1ccc2c(c1)OCO2,0.1,-1,-0.9,125,19,-27,-5,103,1,2.4
CCOc1cc(NC(=S)NCCCOC)c(OCC)cc1NC(=O)c1cccs1,-0.3,-1,-0.6,105,3,-5,-3,99,1,0.93
COc1cc(/C=N/NC(=O)c2c(C)nnn2-c2nonc2N)ccc1O,0.6,8,0.3,106,0,-10,-9,97,2,0.86
Cc1nc(NCCN2CCOCC2)c2nnn(Cc3c(F)cccc3Cl)c2n1,0.0,11,-1.5,99,-10,1,1,93,-6,1.1
Cc1cccc(Nc2ncc3c(n2)CC(C)CC3=O)c1 (configuration not stated),0.9,14,-1.3,135*,34,-38,0,91,2,2.4
O=C(C1CCCN(S(=O)(=O)c2ccccc2)C1)N1CCN(c2ncccn2)CC1 (configuration not stated),0.0,0,-3.6,94,-10,7,-7,100,0,1.2
COc1ccc(O)c(C(=O)c2cnc3nc4ccccc4n3c2)c1,0.0,7,0.0,101,3,-1,-4,97,-4,0.58
COc1ccc(-c2nnc(SCc3nnc(-c4ccccc4)o3)n2-c2ccccc2)cc1,-0.2,11,-1.7,96,-8,4,-9,93,2,1.2
Cc1nc(NC(=O)CSc2nnc(C)n2CC2CCCO2)sc1C (configuration not stated),-0.4,4,0.0,101,6,-1,-1,102,-9,0.93
CN1CCN(C(=O)c2cc3nc(-c4ccco4)cc(C(F)(F)F)n3n2)CC1,-0.4,-7,-0.1,106,8,-8,14,107,1,1.1
CCCC1(C(=O)OCC)NC(c2ccc(OC)cc2OC)C2C(=O)N(c3ccccc3)C(=O)C21 (configuration not stated),-0.3,-2,1.5,103,-36,-10,-4,105,-3,0.89
Cc1ccc(-n2nnnc2SCC(=O)N(CC(C)C)c2c(N)n(CC(C)C)c(=O)[nH]c2=O)cc1,0.0,-7,0.7,102,7,-4,-1,113,3,1.1
O=C1CN(C(=O)CSc2nc3ccccc3n2CCc2ccccc2)c2ccccc2N1,-0.1,-2,0.3,100,-8,-1,13,104,0,0.84

# An excerpt from above in order of the STAT1 activator value, lowest first:
structure | STAT1 activator
COc1ccc(CCNc2oc(COc3ccccc3F)nc2C#N)cc1 | 96
COc1ccc(Cc2nc3ccc(S(=O)(=O)N4CCOCC4)cc3[nH]2)cc1OC | 99
N#Cc1cc(C(=O)c2ccccc2O)cn(-c2nccs2)c1=O | 108

# (list continues)
SMILES,Hsp70 activator,STAT3 blocker,Redox H2O2 prof,STAT1 activator,APP 5'UTR act,STAT1 blocker,TLR4 MyD88 comp,STAT3 activator,HMGR II inh,NF-kB neuron act
COc1ccccc1CNC(=O)C1Cc2ccccc2C(=O)O1 (configuration not stated),-0.1,8,-0.4,102,3,-2,0,95,-3,1.2
COC(=O)C1=C(O)/C(=C\c2ccc(CNC(=O)C(=O)Nc3ccc(C)c(C)c3)o2)N=C1C,-0.2,1,0.6,96,16,4,-8,102,1,1.1
O=C(NCc1ccco1)C1CCN(c2nc3ccccc3n2Cc2ccccc2F)CC1,-0.5,5,-1.2,96,-8,4,12,100,1,1.4
CCC(=O)Nc1ccc(C(=O)CSc2nnc(-c3ccccc3F)n2C2CC2)cc1,-0.4,-20,0.3,102,-2,-2,-1,115,-3,0.81
NC(=O)CSc1nnc(-c2cccs2)n1-c1ccccc1,-0.2,6,0.9,102,-8,-2,-6,99,-9,0.98
COc1cccc(=O)c2c(C)n(-c3ccc(C(=O)O)cc3)c(C)c12,-0.2,5,-0.7,100,22,-3,-2,100,3,1.2
O=C(O)c1ccccc1S,-0.2,2,-0.3,98,11,2,3,100,5,1.1
NC(=O)COC(=O)c1sc2cc(F)ccc2c1Cl,0.0,10,-0.1,103,-10,-5,-11,96,3,1
CCOC(O)[C@H]1N[C@@H](c2ccc(Cl)cc2)[C@@H]([N+](=O)[O-])[C@@H]1c1ccccc1 (some centres not stated),-0.2,-7,-0.1,102,0,-2,-20,104,4,1.4
Cc1ccc(S(=O)(=O)NCCCNS(C)(=O)=O)cc1,0.3,1,0.9,94,4,6,0,101,-5,1.1
COc1ccc(CNC(=O)c2ccc(N3CCCC3=O)cc2)cc1,-0.3,14,-0.1,102,34,-2,2,89,0,1.8
COC(=O)c1ccc(OCC(=O)Nc2ccsc2C(=O)OC)cc1,0.1,13,0.1,106,9,-6,-8,89,12*,1.3
Brc1ccc(CSc2ncnc3nc[nH]c23)cc1,-0.4,11,-0.2,106,-14,-10,-7,90,-8,1
Fc1ccc(NC(=S)Nc2ccc(Br)cc2)cc1,-0.4,19,0.0,93,-2,8,-11,85,2,1.1
Cc1ccc(C)n1N1C(=O)/C(=C\c2ccc(Cl)cc2)SC1=S,-0.4,9,2.5,100,-9,-1,-8,96,-2,0.75
CCn1c(N2CCN(CC(=O)c3c[nH]c4ccccc34)CC2)nc2c1c(=O)[nH]c(=O)n2C,-0.5,-47,0.7,93,9,8,0,142*,-1,1
COc1cccc(C2N(c3cccc(Cl)c3)C(=O)C3CCCN32)c1 (configuration not stated),0.1,6,-2.1,95,-9,6,-4,102,-3,1.2
Cc1ccc2c(c1)SC1=NC(c3ccccc3)(C(F)(F)F)NC(=O)N12 (configuration not stated),-0.5,14,3.4,108,8,-9,-7,91,4,1.1
Cc1cc(NC(=O)CSc2nc3ccccc3n2CC(=O)N2CC(C)CC(C)C2)no1 (configuration not stated),-0.2,2,-2.9,103,-11,-2,13,104,0,1.4
O=C(NCCc1ccccc1)C1CCN(S(=O)(=O)N2CCCCCC2)CC1,0.1,12,-0.3,97,-9,1,-12,96,-4,1.1
CCOC(=O)C1(CCCc2ccccc2)CCN(C(=O)C2=C(C)OCCO2)CC1,-0.5,8,-1.2,92,10,8,-1,96,-2,0.98
CC(=O)c1cccc(NC(=O)CCNS(=O)(=O)c2cccc3nsnc23)c1,-0.3,-1,-0.1,93,-7,8,-1,101,-3,0.99
Cc1ccc(N2CCN(S(=O)(=O)N3CCCCC3)CC2)c(C)c1,-0.3,-5,0.3,100,-6,-1,1,109,-5,0.89
COCCN(C(=O)COc1ccc(Cl)cc1)c1nnc(-c2cccnc2)s1,-0.3,-7,1.2,96,28,5,-10,109,-4,1.2
S=c1[nH]nc(CCc2ccccc2)n1-c1ccccc1,0.1,15,0.0,99,1,2,-10,89,-2,1.1

# (more compounds)
SMILES,Hsp70 activator,STAT3 blocker,Redox H2O2 prof,STAT1 activator,APP 5'UTR act,STAT1 blocker,TLR4 MyD88 comp,STAT3 activator,HMGR II inh,NF-kB neuron act
Cc1cc(C)nc(NC2=NCC(=O)N2c2ccc(Cl)cc2)n1,-0.1,6,-0.2,98,11,2,2,101,-3,0.99
O=c1[nH]c(=O)n(CCc2ccc(F)cc2)c(O)c1C=NCc1ccc2c(c1)OCO2,0.0,16,-2.2,80,-1,10,4,94,2,1.1
COc1ccc(S(=O)(=O)NC2CCCCC2)cc1-n1cnnn1,-0.3,-1,0.0,83,4,17,-13,103,5,0.94
C/C(=C\C(=O)C(F)(F)F)Nc1cc(C)cc(C)c1,-0.1,20,0.7,100,-3,0,-11,88,-5,1.1
COc1ccc2nc(Nc3nc(CSc4nnc(C)s4)cc(=O)[nH]3)nc(C)c2c1,0.7,13,-0.7,96,14,5,0,96,-6,1.4
CN1CCN/C1=C(/C(Cl)=C(Cl)Cl)[N+](=O)[O-],0.0,-8,-0.1,101,-9,-2,-1,109,-5,1.1
CC1(C)C(=O)Nc2ccccc2N1C(=O)CN1C(=O)C(=O)N(C2CCCC2)C1=O,0.9,-2,-0.8,102,-16,-4,-7,107,0,1.1
CC(=O)Nc1ccc(S(=O)(=O)N2CCSC2c2ccc(Cl)cc2)cc1 (configuration not stated),-0.3,38,2.1,91,2,9,0,72,-4,0.9
COc1cc(NC(=O)COc2ccc(-n3ccnc3)cc2)cc(OC)c1,-0.4,17,10,104,13,-8,-11,88,1,1.1
COC(=O)C1=C(C)NC(=O)/C1=C\c1cccs1,-0.6,22,-0.2,101,-11,-1,8,85,4,1.4
O=C(CN1CCCCCCC1)N/N=C/c1ccccc1F,-0.3,-1,-0.8,102,-8,-2,15,103,-4,1.6
Cc1ccc(NC(=O)CSc2nnc(-c3ccncc3)n2N)cc1C,-0.4,9,-1.5,103,9,-3,-8,99,2,1.1
O=C(NCCc1ccccc1)C1CCN(S(=O)(=O)N2CCCC2)CC1,-0.3,1,0.4,103,41,-5,4,103,-8,1.4
CC(C)OC(=O)Cn1nnc2c(cnn2-c2ccccc2)c1=O,-0.1,6,-1.4,126,22,-28,4,98,-4,1.7
Cc1ccc(N2C(SCC(=O)O)=NC(=Nc3cccc(C)c3)C23CCCC3)cc1,-0.2,-8,-0.9,99,5,0,-4,108,-1,0.86
CN1CCN(CCCNC(=O)c2cn(C3CCCCC3)c(=O)c3c2c2ccccc2n3C)CC1,0.1,1,0.1,105,-9,-3,-10,99,-2,1
O=C(NC1CCS(=O)(=O)C1)c1cc(-c2ccccc2)nc2ccccc12 (configuration not stated),-0.3,0,-1.7,97,3,3,7,102,-5,0.98
COC(=O)CS(=O)(=O)c1ccc2c(c1)CC(=O)N2,-0.2,-7,1.9,94,0,6,10,108,-2,1.1

# Screening data from PubChem.
